Compound activity from PubChem.
TDP1 cell noCPT – qHTS for Inhibitors of human tyrosyl-DNA phosphodiesterase 1 (TDP1): qHTS in cells in absence of CPT. DT40 Tdp1-/- hTDP1 cells, no CPT, ATP luminescence, 48 h. 15% of 420,000 active. Potency, µM (series often up to 46.2 µM), for the others: at the top dose activity change, negative = growth inhibition, actives largely listed as inhibitors; also: nearly all actives have a fitted effect of over 55% in size
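Compound effects on proliferation are scored in DT40 Tdp1-/-;hTDP1 cells in the absence of CPT. ATP levels (CellTiter-Glo luminescence) are recorded after a ≥48 hr, 37 °C incubation.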
TDP1 cell CPT – growth inhibition of DT40 Tdp1-/-;hTDP1 cells with camptothecin (screen for TDP1 inhibitors); chicken DT40 Tdp1-/-;hTDP1 cells + 20 nM CPT, ATP luminescence, 48 h; AID 686979; 12% of 420,000 active; Potency, µM (series often up to 46.2 µM), inactives show top-dose activity change, negative = growth inhibition, actives largely listed as inhibitors; also: nearly all actives have a fitted effect of over 55% in size
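Cell growth measured by CellTiter-Glo luminescence after a minimum 48 h, 37 C compound exposure with 20 nM CPT in Tdp1-knockout DT40 cells stably expressing hTDP1, seeded 400/well; qHTS titration format.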
TDP1 inh – inhibitors of human tyrosyl-DNA phosphodiesterase TDP1; Q9NUW8; recombinant TDP1, AlphaScreen DNA substrate cleavage; Potency, µM (series often up to 130 µM), without a hit: at the top dose activity change, negative = inhibition, most hits filed as inhibitors; 0.28% of 350,000 active; AID 485290; also: nearly all actives have a fitted effect of over 40% in size
Target sequence (Q9NUW8 whole entry, looked up): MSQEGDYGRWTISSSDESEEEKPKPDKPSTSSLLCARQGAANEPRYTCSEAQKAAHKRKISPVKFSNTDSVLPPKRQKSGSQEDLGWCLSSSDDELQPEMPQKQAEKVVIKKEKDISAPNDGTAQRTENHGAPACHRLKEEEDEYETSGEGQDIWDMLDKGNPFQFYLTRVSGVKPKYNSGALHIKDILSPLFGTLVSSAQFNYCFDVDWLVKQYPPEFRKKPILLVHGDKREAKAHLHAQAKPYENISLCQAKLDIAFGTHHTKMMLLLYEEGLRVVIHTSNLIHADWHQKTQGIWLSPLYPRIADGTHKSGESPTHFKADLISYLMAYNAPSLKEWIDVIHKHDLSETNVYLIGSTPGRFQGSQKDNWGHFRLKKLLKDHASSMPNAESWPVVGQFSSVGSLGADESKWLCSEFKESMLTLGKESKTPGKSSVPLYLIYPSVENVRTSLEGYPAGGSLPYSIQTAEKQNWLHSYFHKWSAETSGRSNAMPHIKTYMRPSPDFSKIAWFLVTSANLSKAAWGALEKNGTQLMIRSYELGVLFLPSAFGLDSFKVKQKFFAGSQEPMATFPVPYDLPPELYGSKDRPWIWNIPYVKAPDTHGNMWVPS
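Recombinant E. coli-expressed Tdp1 (1 nM) preincubated with compound 15 min at RT, then 5'-biotin/3'-phosphotyrosine-FITC DNA substrate (15 nM) added for 5 min. AlphaScreen beads (10 ug/ml) added, 10 min RT; tyrosine-FITC cleavage read as signal loss.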
The depositor's hits bear a star; ? = inconclusive; . = not tested or not shown; & = joins results of further samples; [ ] = dose if it differs, or a comment. Calls follow the shape of the dose curve; as a rule, active = well fitted curve in the direction sought with a large enough effect; inconclusive = small, poorly fitted or top-dose-only effect, or another doubt; inactive = no such curve, though single readings can be large; an effect the other way counts as inactive or inconclusive. % is scaled to controls: 0 for no effect and ±100 for the full control effect; potency is read from the fitted curve at half-maximal effect. Random draw from the library. About 18% of those tested had a hit in this group.

SMILES | TDP1 cell noCPT | TDP1 cell CPT | TDP1 inh
CCC1(C)Cc2ccccc2/C(=C/C(=O)N2CCCCC2)N1 (configuration not stated) | 21µM* | 18µM* | 2%
CCN(CC)S(=O)(=O)c1ccc(NC(=O)CCc2c(C)nc3cc(-c4ccc(Cl)cc4)nn3c2C)cc1 | 3.7µM* | 4.6µM* | 6%
O=C(CN1CCC(n2nnc3cc(F)ccc32)CC1)N1CCc2ccccc2C1 | 15µM* | ? | 5%
COc1ccccc1CN1CC(C(=O)NCc2cnn(C)c2)CCC1=O (configuration not stated) | 0% | -5% | 2%
COc1ccc(-c2csc3ncnc(Nc4ccccc4)c23)cc1 | -24% | -13% | -9%
CCOc1ccc(NC(=S)N2CCCN(Cc3cccc(Cl)c3)C2)cc1 | ? | ? | 6%
O=C1N[C@@H](Cc2ccccc2)C(=O)N2CCCC12 (some centres not stated) | -11% | -10% | 0%[56.1 µM]
CCC(=O)Nc1ccc(NC(=O)CCc2ccccc2)cn1 | -2% | 1% | .
CCCS(=O)(=O)N1CCN(S(=O)(=O)c2ccccc2[N+](=O)[O-])CC1 | -1% | 0% | 3%
O/N=C1/CC/C(=N\O)c2nn(-c3ccccc3)nc21 | 9.2µM* | 15µM* | 9%
CCc1cc2c3c(c(=O)oc2cc1OCC(=O)OC)CCCC3 | -4% | -3% | .
COc1cccc(NC(=O)CSc2cccc[n+]2[O-])c1 | 0% | 1% | -3%
CCCCCCCCN1C(=O)[C@H](CC(=O)NCc2ccccc2)C[C@@]2(C(=O)OC)CC(C)(C)CC=C12 | 5.2µM* | 3.7µM* | .
CCOc1ccc(NC(=O)C2CC(=O)N(c3ccccc3F)C2)cc1 (configuration not stated) | -9% | 3% | -7%
O=C(Nc1ccccc1)c1ccc(NCCc2ccccc2)c([N+](=O)[O-])c1 | -2% | 6% | 2%
O=C(c1cc(Br)ccc1Cl)N1CCN(c2ccccn2)CC1 | 15% | 2% | .
O=C(CNC(=O)c1ccco1)NNC(=O)c1cccc(Cl)c1 | 0% | -2% | -1%
CCOC(=O)c1c(/N=C/c2ccc(C)cc2O)sc2c1CCC2 | -20% | 10% | 2%
O=C(C1CCN(S(=O)(=O)c2cnc[nH]2)CC1)N1CCN(c2ncccn2)CC1 | -13% | -2% | 3%
O=C(c1ccco1)N1CCN(C(=O)c2[nH]c(C(F)(F)F)nc2-c2ccccc2)CC1 | ? | ? | .
CC12CCC(=O)N1C(C(=O)NCCc1ccc(S(N)(=O)=O)cc1)CS2 (configuration not stated) | -4% | -1% | 5%
COC(=O)c1cn(-c2ccccc2)nc1C(=O)OC | -9% | -9% | 1%
CC(C)NC(=O)CSc1nc2ccccc2n1-c1ccccc1 | ? | ? | -1%
COCCNC(=O)c1ccc(CN2CCc3ccccc3C2)cc1 | 4% | -6% | -1%
COc1ccccc1C(=O)NC(CCSC)C(=O)N1CCN(C(C)=O)CC1 (configuration not stated) | 9% | 0% | 1%
COCCN(CC(=O)Nc1cccc(C)c1C)C(=O)c1oc2ccccc2c1C | ? | -10% | -1%
CCOC(=O)c1ccc(-n2cc(C(=O)c3cccnc3)nn2)cc1 | 10% | 6% | .
Cc1ccc(-c2cc3ncc4c(n3n2)-c2cc(C)ccc2OC4)cc1 | -18% | 0% | 1%
Cc1ccccc1S(=O)(=O)NCC1CCCO1 (configuration not stated) | -5% | 11% | .
Cc1cccc(C(=O)Nc2cccc(OCc3cc(=O)n4cc(C)sc4n3)c2)c1 | ? | ? | 6%
COc1cc(O)cc2occ(-c3ccc(O)cc3)c(=O)c12 | -16% | -10% | 3%
COc1ccc(F)cc1CN1CCN(C(=O)CCC(=O)Nc2nnc(C(C)C)s2)CC1 | -10% | -16% | 1%
CC(=O)c1ccc(S(=O)(=O)Nc2ccc(-c3cn4c(n3)SCC4)cc2)cc1 | 15% | -9% | 8%
CC(=O)N=c1ncn(CC(COC(C)=O)OC(C)=O)c2nc[nH]c12 (configuration not stated) | -12% | -6% | 7%
CSc1nc(N)n2nc(-c3ccccc3)cc2n1 | ? | -2% | -3%
CCc1ccc(-n2nc(CO)c(C(=O)NC)n2)cc1 | ? | ? | 0%
CCOC(=O)c1ccccc1NC(=O)CN1CCC(n2nnc3cc(C(F)(F)F)ccc32)CC1 | ? | -22% | .
CCn1c(CN2CCC(C)CC2)nc2cc(NC(=O)c3ccc([N+](=O)[O-])cc3)ccc21 | ? | ? | -2%
COc1ccc([C@H]2CC(=O)C=C(c3ccc(CNC(=O)OC(C)(C)C)cc3)C2)cc1 | 23µM* | ? | 1%
O=C(c1ccoc1)N1CCCC(N2CCN(c3cccc(Cl)c3)CC2)C1 (configuration not stated) | -26% | ? | 4%

Just TDP1 cell CPT and TDP1 cell noCPT, for some of the entries so far:
SMILES	TDP1 cell CPT	TDP1 cell noCPT
COC(=O)c1cn(-c2ccccc2)nc1C(=O)OC	-9%	-9%
CC(C)NC(=O)CSc1nc2ccccc2n1-c1ccccc1	?	?

(next part)
SMILES | TDP1 cell noCPT | TDP1 cell CPT | TDP1 inh
O=c1cc(-c2cccc(O)c2)oc2cccc(O)c12 | -5% | 6% | 6%
CCc1cccc2c(C#N)cn(CCOc3ccccc3OC)c12 | ? | ? | -4%
CCCNc1nc(Cl)nc(NC(C)(C)C)n1 | -27% | 1% | -1%
Cc1cc(/C=C(\C#N)C(=O)OCC(=O)N(C)c2c(N)n(Cc3ccccc3)c(=O)[nH]c2=O)c(C)n1CC(C)C | ? | -15% | .
COC(=O)N(C)C[C@H]1OCc2cn(nn2)CCCC(=O)N([C@@H](C)CO)C[C@@H]1C | 16% | -1% | .
CCOC(=O)c1cnn(-c2ncnc3c2oc2ccccc23)c1N | -25% | -16% | 10%
CCCCCC/C=C/c1ccc([C@H]2[C@H]3C=CC[C@@H](C)[C@@H]3C(=O)N2Cc2ccccc2)c(F)c1 | 16µM* | ? | -2%
Cc1ccc(C(=O)OCC(=O)N2CC(=O)Nc3ccccc32)s1 | 18% | 8% | 5%
O=C1NC[C@H](Cc2ccccc2)N(C[C@H]2CCCN2C[C@H](Cc2ccccc2)N2C[C@H](Cc3ccccc3)N(CCc3ccccc3)C(=O)C2=O)C1=O | 16µM* | ? | .
COc1ccccc1NS(=O)(=O)c1ccc(C)c(C(N)=O)c1 | -14% | -25% | -3%
Cc1cc(CNC(=O)C2CCC(=O)N(Cc3ccccc3F)C2)on1 (configuration not stated) | 10% | 1% | 1%[56.1 µM]
CCOC(=O)c1ccccc1NC(=O)CSc1nnc(C)c(=O)[nH]1 | -1% | 1% | .
Cn1cnnc1SCC(=O)Nc1sc2c(c1C(N)=O)CCC2 | -4% | -6% | .
O=C(NCCc1c[nH]c2ccccc12)C(=O)NCC(c1ccco1)N1CCN(c2ccccc2F)CC1 (configuration not stated) | 23µM* | ? | 6%
O=C(Oc1cccc(C(=S)N2CCOCC2)c1)c1cccc([N+](=O)[O-])c1 | -9% | 16% | -7%
Cc1cn(C2CCCO2)c(=O)nc1N (configuration not stated) | -19% | ? | .
COC(=O)c1c(C)cc(O)cc1O | 2%&-14% | 11%&1% | 2%
CCCCOC(=O)c1ccc(S(N)(=O)=O)o1 | ? | -5% | -3%
Cc1ccc(Cl)cc1-n1c(=O)cc(N2CCN(C(=O)c3ccco3)CC2)[nH]c1=O | -19% | -13% | -3%
O=C1C=C(c2ccc3c(c2)OCCO3)C[C@@H](c2ccc(F)cc2)C1 | ? | ? | -1%
COc1ccc(OC)c(/C=N/NC(=O)C(=O)N2CCCC2)c1 | ? | ? | 0%
CC(C)NC(=O)c1nn(C)c2c1CS(=O)(=O)c1ccccc1-2 | 0% | -20% | 3%
Cc1cccc(N(C(=O)c2ccc(CN3CCOCC3)o2)C(C(=O)NC(C)(C)C)c2ccc(F)cc2)c1 (configuration not stated) | ? | ? | 0%
CN(C)c1ccc(/C=C/c2ccc3cc(N(C)C)ccc3n2)cc1 | ? | 13µM* | .
Cc1ccc(C)c(N2CCN(C(=O)C3CCCN(S(=O)(=O)c4cccc5nonc45)C3)CC2)c1 (configuration not stated) | 6.5µM* | 9.2µM* | 8%
CCC(CC)COC(=O)C1=C(C)NC(=O)NC1c1ccccc1Br (configuration not stated) | ? | ? | .
CCOC(=O)C1(C)CCN1C(=O)Cc1ccc(OC)cc1 (configuration not stated) | -9% | -1% | .
Cc1ccccc1Cn1cnc2c(nnn2Cc2ccc(F)cc2)c1=O | -18% | -25% | 0%
CC(=O)c1cccc(NC(=O)C(C)OC(=O)Cc2c[nH]c3ccccc23)c1 (configuration not stated) | 2% | -3% | .
CCCC(c1nnnn1C(C)(C)CC)N(Cc1ccco1)Cc1cc2ccc(OC)cc2[nH]c1=O (configuration not stated) | ? | ? | 5%
COc1ccc(-c2nc3nc(C)cc(Nc4cccc(C(F)(F)F)c4)n3n2)cc1 | -17% | 2% | .
CCN(/C=N/c1sc2c(c1C#N)CC(C)(C)NC2(C)C)CC | -13% | -8% | 4%
O=C(COC(=O)c1ccccn1)Nc1cccnc1Cl | -3% | 13% | -4%
O=C(Nc1ccc2c(c1)OCCO2)C1CCN(C(=O)c2ccc([N+](=O)[O-])cc2)CC1 | ? | -20% | 5%
COc1nc(N)nc(NC23CC4CC(CC(C4)C2)C3)n1 | -13% | -9% | 2%
Cc1cc(S(=O)(=O)N2CCCC(C(=O)Nc3ccc(C(=O)O)cc3)C2)ccc1Cl (configuration not stated) | -10% | 5% | 5%
O=[N+]([O-])c1cccc(C=NNc2ccc3ccccc3n2)c1O | 5.8µM* | 5.2µM* | .
COC(=O)c1ccccc1NC(=O)c1sc(N)nc1C | ? | -11% | 7%
C/C(=N/NC(=O)c1ccc(Cl)cc1Cl)c1cccnc1 | -20% | 2% | .
COC(=O)c1cccc(NC(=O)CC2C(=O)NCCN2C(=O)Nc2cc(C)cc(C)c2)c1 (configuration not stated) | 0% | -2% | 4%
CC1=NN(c2ccc(C(=O)OC(C)C)cc2)C(=O)/C1=C\C=C\c1ccco1 | ? | ? | 0%
O=C(CSc1nc2c(c(=O)[nH]1)CCC2)Nc1cc(C(F)(F)F)ccc1Cl | -24% | 2% | 3%
CN(C)CCCNC(=O)c1cc(Br)ccc1Cl | -6% | -5% | 1%
Cc1ccccc1C(=O)NCC(=O)OCC(=O)NC(C)C1CC2CCC1C2 (configuration not stated) | 13% | -1% | 1%
O=C(CC(c1ccccc1)c1ccccc1O)N1CCCCC1 (configuration not stated) | -28% | -11% | .
COCCn1c(SCC(=O)NC2CCCC2)nnc1-c1ccco1 | 4% | 9% | .
O=S(=O)(Nc1ccc(-c2ccc(N3CCCC3)nn2)cc1)c1cccc(C(F)(F)F)c1 | ? | ? | 3%
Cc1ccc(S(=O)(=O)n2nc(OC(=O)c3ccccc3F)cc2N)cc1 | -23% | 4% | -18%
CCOC(=O)C(c1ccccc1)C(Nc1ccc(Cl)c(Cl)c1)c1ccccn1 (configuration not stated) | 9.2µM* | ? | 8%
CCS(=O)(=O)Nc1ccc(C(=O)OC)cc1 | -15% | 4% | 4%
COc1ccc(NC(=O)CCN2CCCCCC2)cc1 | -13% | -7% | 2%
CCOC(=O)c1ccc(NC(=O)CCC(=O)NCc2ccco2)cc1 | -2% | -8% | 3%
Cc1oc2c(c(C)cc3oc(=O)c(CC(=O)N[C@@H](C)C(=O)O)c(C)c32)c1C | 16% | 14% | .

Sorted by number of heavy atoms (highest first): some entries from above.
SMILES | TDP1 cell noCPT | TDP1 cell CPT | TDP1 inh
Cc1cc(/C=C(\C#N)C(=O)OCC(=O)N(C)c2c(N)n(Cc3ccccc3)c(=O)[nH]c2=O)c(C)n1CC(C)C | ? | -15% | .
CCOC(=O)c1ccccc1NC(=O)CN1CCC(n2nnc3cc(C(F)(F)F)ccc32)CC1 | ? | -22% | .
O=S(=O)(Nc1ccc(-c2ccc(N3CCCC3)nn2)cc1)c1cccc(C(F)(F)F)c1 | ? | ? | 3%
COc1ccc(-c2nc3nc(C)cc(Nc4cccc(C(F)(F)F)c4)n3n2)cc1 | -17% | 2% | .
O=C(C1CCN(S(=O)(=O)c2cnc[nH]2)CC1)N1CCN(c2ncccn2)CC1 | -13% | -2% | 3%
Cc1ccccc1C(=O)NCC(=O)OCC(=O)NC(C)C1CC2CCC1C2 (configuration not stated) | 13% | -1% | 1%
CCOC(=O)c1ccccc1NC(=O)CSc1nnc(C)c(=O)[nH]1 | -1% | 1% | .
COc1ccccc1NS(=O)(=O)c1ccc(C)c(C(N)=O)c1 | -14% | -25% | -3%
CCc1ccc(-n2nc(CO)c(C(=O)NC)n2)cc1 | ? | ? | 0%
CSc1nc(N)n2nc(-c3ccccc3)cc2n1 | ? | -2% | -3%
CN(C)CCCNC(=O)c1cc(Br)ccc1Cl | -6% | -5% | 1%
COC(=O)c1c(C)cc(O)cc1O | 2%&-14% | 11%&1% | 2%
